Mtb BioA inh: BioA (M. tuberculosis) enzyme inhibition; purified M. tuberculosis BioA enzyme, plate reader; 360,000 compounds, 0.096% hits; inhibition, % at 9.99 µM; in the data active means inhibition above about 40%
Active calls of the source: *; & = joins results of further samples. An excerpt, so the mix of outcomes need not match the whole.

SMILES | Mtb BioA inh
CC(=O)N(C)C[C@H]1Oc2ncc(/C=C/c3ccccc3)cc2C(=O)N([C@H](C)CO)C[C@@H]1C | 0.4
N#Cc1ccc(-c2ccc3c(c2)[C@@H]2[C@@H](CCN2C(=O)C2CC2)[C@H](CO)N3)cc1 | 1.6
CC(=O)N(C)C[C@@H]1Oc2cc(Br)ccc2S(=O)(=O)N([C@H](C)CO)C[C@@H]1C | 3.8&2.3
C[C@@H]1CN([C@H](C)CO)C(=O)c2cc(C#CC3CCCCC3)cnc2O[C@H]1CN(C)S(C)(=O)=O | -1.5
C[C@H](CO)N1C[C@H](C)[C@@H](CN(C)C(=O)c2ccccc2)OCCCC[C@H](C)Oc2ccc(NC(=O)c3ccccc3)cc2C1=O | -1.4
CCNC(=O)C[C@H]1CC[C@@H]2[C@H](COC[C@@H](O)CN2C(=O)C2CCCC2)O1 | 2.8
C[C@@H]1CN([C@H](C)CO)S(=O)(=O)c2ccc(C#CC3CC3)cc2O[C@@H]1CN(C)C(=O)c1cccnc1 | 0.3
CCCNC(=O)Nc1ccc2c(c1)C(=O)N(C)[C@@H]1CC[C@H](CC(=O)NC3CCC3)O[C@H]1CO2 | -0.7
COc1cccc(C#Cc2ccc3c(c2)O[C@@H](CN(C)S(=O)(=O)c2ccccc2F)[C@@H](C)CN([C@H](C)CO)S3(=O)=O)c1 | -0.2
CN1CCN(C(=O)c2cc3c(c(-c4cccc(C5=CCCC5)c4)n2)[C@@H](CCO)N([S@](=O)C(C)(C)C)C3)CC1 | -1.6
Cc1ccc(S(=O)(=O)N(C)C[C@@H]2OCCCC[C@H](C)Oc3ccc(NS(=O)(=O)c4ccccc4)cc3C(=O)N([C@H](C)CO)C[C@@H]2C)cc1 | -2.3
CN(C)C(=O)c1ccc(-c2ccc3c(c2)[C@H]2[C@H](CCN2C(=O)Cc2ccccn2)[C@@H](CO)N3C)cc1 | -0.1
O=C(C[C@H]1C=C[C@H](NC(=O)Cc2cccnc2)[C@@H](CO)O1)NCc1ccc2c(c1)OCO2 | 2.9
C[C@H]1CN([C@@H](C)CO)C(=O)c2cccc(NC(=O)c3ccc(-c4nccs4)cc3)c2O[C@@H]1CN(C)Cc1ccc(Cl)c(Cl)c1 | 1.9
CCCNC(=O)N1C[C@@H](O)COC[C@H]2O[C@H](CC(=O)N[C@H]3CCN(Cc4ccccc4)C3)CC[C@@H]21 | -2.0

The list goes on (3 carried over from the part before).
SMILES | Mtb BioA inh
O=C(C[C@H]1C=C[C@H](NC(=O)Cc2cccnc2)[C@@H](CO)O1)NCc1ccc2c(c1)OCO2 | 2.9
C[C@H]1CN([C@@H](C)CO)C(=O)c2cccc(NC(=O)c3ccc(-c4nccs4)cc3)c2O[C@@H]1CN(C)Cc1ccc(Cl)c(Cl)c1 | 1.9
CCCNC(=O)N1C[C@@H](O)COC[C@H]2O[C@H](CC(=O)N[C@H]3CCN(Cc4ccccc4)C3)CC[C@@H]21 | -2.0
C[C@H]1CN([C@@H](C)CO)C(=O)c2c(c3ccccc3n2C)-c2ccccc2CO[C@@H]1CN(C)S(=O)(=O)c1cccc(F)c1 | -3.5
CC(C)NC(=O)NC[C@H]1[C@@H](c2ccccc2)[C@@H](CO)N1C(=O)c1ccccc1 | 3.6
Cc1ccc(S(=O)(=O)Nc2ccc3c(c2)CC(=O)N([C@H](C)CO)C[C@H](C)[C@H](CN(C)Cc2ccc(Cl)c(Cl)c2)O3)cc1 | 0.8
CO[C@H](CN(C)C(=O)c1ccc2c(c1)OCO2)[C@@H](C)CN([C@H](C)CO)S(=O)(=O)c1ccccc1 | 11
CCN(C[C@@H]1[C@H](c2ccccc2)[C@@H](CO)N1C(=O)COC)S(C)(=O)=O | 19
C[C@H]1CCCCO[C@H](CN(C)S(=O)(=O)c2ccccc2)[C@@H](C)CN([C@@H](C)CO)C(=O)c2cc(NS(=O)(=O)c3ccc(F)cc3)ccc2O1 | -0.1
CO[C@@H]1CN(C)C(=O)c2cc(NS(C)(=O)=O)ccc2OC[C@@H](C)N(CC2CC2)C[C@@H]1C | -1.3
COCCNC(=O)C[C@@H]1CC[C@@H]2[C@@H](COc3ccc(NS(=O)(=O)c4ccc(Cl)cc4)cc3C(=O)N2C)O1 | 2.5
Cc1ccc(S(=O)(=O)N(C)C[C@@H]2Oc3cc(C4=CCCC4)ccc3S(=O)(=O)N([C@@H](C)CO)C[C@@H]2C)cc1 | 5.3
CC(C)(C)[S@@](=O)N1Cc2cc(C(=O)N3CCCCC3)nc(-c3cccc(-c4ccc(C#N)cc4)c3)c2[C@H]1CCO | -0.3
O=C(C[C@H]1C[C@H]2c3cc(NC(=O)NC4CCCC4)ccc3O[C@H]2[C@H](CO)O1)NCc1ccc(-c2ccccc2)cc1 | 0.6
COc1ccc(S(=O)(=O)N(C)C[C@H]2Oc3ccc(NS(=O)(=O)c4c(C)noc4C)cc3C(=O)N([C@@H](C)CO)C[C@H]2C)cc1 | 0.4
CS(=O)(=O)Nc1ccc2c(c1)[C@@H]1C[C@@H](CC(=O)N3CCc4ccccc4C3)O[C@@H](CO)[C@@H]1O2 | 1.6
CC(C)C#Cc1ccc2c(c1)O[C@H](CN(C)C(=O)Nc1ccccc1)[C@H](C)CN([C@@H](C)CO)S2(=O)=O | -2.1
COC(=O)[C@@H]1[C@@H](CO)[C@@H]2Cn3c(ccc(-c4ccc(F)cc4)c3=O)[C@H]1N2C(C)=O | -1.5
CNC[C@H]1Oc2c(NC(=O)C3CC3)cccc2C(=O)N([C@@H](C)CO)C[C@H]1C | -1.1
CCCC(=O)Nc1ccc2c(c1)C(=O)N(C)[C@H]1CC[C@@H](CC(=O)NCC3CCCCC3)O[C@@H]1CO2 | -1.1
COc1ccc(NC(=O)N2CC[C@@H]3[C@H]2c2cc(-c4cccc(F)c4)ccc2N(C)[C@H]3CO)cc1 | 4.5
CNC[C@H]1Oc2ccc(NC(=O)C3CC3)cc2CC(=O)N([C@H](C)CO)C[C@H]1C | -1.2
CO[C@@H]1CN(C)C(=O)c2cc(NC(=O)C3CC3)ccc2OC[C@@H](C)N(C)C[C@@H]1C | 0.2
CO[C@@H]1CN(C)C(=O)c2ccc(NC(=O)C3CC3)cc2OC[C@@H](C)N(CC2CC2)C[C@H]1C | 1.3
C[C@@H]1CN([C@H](C)CO)C(=O)c2cc(NC(=O)Nc3cccc4ccccc34)ccc2O[C@@H](C)CCCCO[C@@H]1CN(C)Cc1ccncc1 | -5.5
C[C@H]1CN([C@@H](C)CO)C(=O)c2cccc(NC(=O)NC3CCCCC3)c2O[C@@H]1CN(C)Cc1ccc(-c2ccccc2)cc1 | -1.4
CS(=O)(=O)Nc1ccc2c(c1)[C@@H]1C[C@@H](CC(=O)NCc3ccc(Cl)cc3)O[C@H](CO)[C@@H]1O2 | -0.1
C[C@@H]1CN([C@H](C)CO)C(=O)c2cccc(N(C)C)c2O[C@H]1CN(C)CC1CC1 | -1.5
CO[C@@H]1CN(C)C(=O)c2ccc(NS(=O)(=O)c3ccc(F)cc3)cc2OC[C@@H](C)N(C)C[C@H]1C | 0.1
CN1C(=O)c2cc(NC(=O)C3CCOCC3)ccc2OC[C@@H]2O[C@H](CC(=O)NCc3ccccc3F)CC[C@H]21 | -0.6
C[C@H]1CN([C@@H](C)CO)C(=O)c2cc(NC(=O)c3ccncc3)ccc2O[C@@H]1CN(C)S(=O)(=O)c1cccs1 | 0.4
C[C@H](NC(=O)C[C@H]1C[C@@H]2c3cc(NC(=O)CN(C)C)ccc3O[C@@H]2[C@@H](CO)O1)c1ccccc1 | 0.3
CC(C)NC(=O)N(C)C[C@@H]1Oc2ccc(NC(=O)CCC(F)(F)F)cc2CC(=O)N([C@H](C)CO)C[C@@H]1C | 1.1
COc1ccc(S(=O)(=O)Nc2ccc3c(c2)C(=O)N([C@@H](C)CO)C[C@H](C)[C@@H](CN(C)S(=O)(=O)c2cn(C)cn2)O3)cc1 | -3.4
CCCNC(=O)N[C@H]1CC[C@@H](CC(=O)NC2CCC2)O[C@H]1CO | 4.7
C[C@@H]1CCCCO[C@@H](CN(C)S(=O)(=O)c2ccc(Cl)cc2)[C@@H](C)CN([C@H](C)CO)C(=O)c2cc(NC(=O)C3CCCCC3)ccc2O1 | 2.9
C[C@@H]1CCCCO[C@H](CN(C)C)[C@@H](C)CN([C@H](C)CO)C(=O)c2cc(NS(=O)(=O)c3ccccc3)ccc2O1 | 2.3
C[C@H](CO)N1C[C@H](C)[C@H](CN(C)CC2CC2)Oc2cc(-c3cccc(C#N)c3)ccc2S1(=O)=O | 0.0
CC(C)CC#Cc1cnc2c(c1)C(=O)N([C@H](C)CO)C[C@H](C)[C@@H](CN(C)C(=O)C1CCOCC1)O2 | 0.6
Cc1ccc(S(=O)(=O)N(C)C[C@H]2OCc3ccccc3-c3ccccc3C(=O)N([C@@H](C)CO)C[C@H]2C)cc1 | -1.2
COc1cccc(C(=O)Nc2ccc3c(c2)C(=O)N(C)[C@H]2CC[C@@H](CC(=O)NCC(F)(F)F)O[C@H]2CO3)c1 | 4.5
C[C@@H]1CN([C@H](C)CO)C(=O)c2cc(-c3cccc(F)c3)cnc2O[C@@H]1CN(C)C(=O)c1cccc(F)c1 | 1.8
CS(=O)(=O)N1[C@@H]2c3ccc(-c4cccc(F)c4)c(=O)n3C[C@H]1[C@H](CO)[C@H]2C(=O)N1CCCCC1 | -0.8
COc1ccc(NC(=O)N[C@@H]2CC[C@@H](CCn3cc(C4(O)CCCC4)nn3)O[C@H]2CO)cc1 | 2.8
C[C@H](CO)N1C[C@H](C)[C@@H](CN(C)Cc2ccc(F)cc2)Oc2ncc(C3=CCCC3)cc2C1=O | 0.7
COc1ccc(-c2ccc([C@@H]3[C@H](C#N)N(C(=O)C4CCC4)[C@H]3CO)cc2)cc1 | -1.2
Cc1noc(C)c1NC(=O)N(C)C[C@@H]1Oc2c(NC(=O)c3cnccn3)cccc2C(=O)N([C@@H](C)CO)C[C@H]1C | -1.6
O=C(NCc1ccc(F)cc1)[C@H]1C[C@H]2C(=O)N3CCC[C@H]3C(=O)N2[C@H]1c1cccc(OCCO)c1 | -0.6

Quoted from the listing, 4 compounds:
SMILES | Mtb BioA inh
C[C@H](CO)N1C[C@H](C)[C@@H](CN(C)Cc2ccc(F)cc2)Oc2ncc(C3=CCCC3)cc2C1=O | 0.7
COc1ccc(-c2ccc([C@@H]3[C@H](C#N)N(C(=O)C4CCC4)[C@H]3CO)cc2)cc1 | -1.2
Cc1noc(C)c1NC(=O)N(C)C[C@@H]1Oc2c(NC(=O)c3cnccn3)cccc2C(=O)N([C@@H](C)CO)C[C@H]1C | -1.6
O=C(NCc1ccc(F)cc1)[C@H]1C[C@H]2C(=O)N3CCC[C@H]3C(=O)N2[C@H]1c1cccc(OCCO)c1 | -0.6

Other entries.
SMILES | Mtb BioA inh
C[C@H](CO)N1C[C@H](C)[C@H](CN(C)C(=O)C2CC2)Oc2cc(C#CC3CCCC3)ccc2S1(=O)=O | 0.3
CC=Cc1ccc2n(c1=O)C[C@@H]1[C@@H](CO)[C@H](C(=O)N3CCCCC3)N(CC3CC3)[C@H]21 (mixture of isomers) | -0.6
C[C@H](CO)N1C[C@H](C)[C@@H](CN(C)S(=O)(=O)c2ccccc2)Oc2c(NC(=O)Nc3cccc4ccccc34)cccc2C1=O | 1.7
O=C(NCCc1ccccc1)[C@@H]1[C@@H](CO)[C@@H]2Cn3c(ccc(-c4cccc(F)c4)c3=O)[C@H]1N2 | 5.8
C[C@@H]1CN([C@@H](C)CO)C(=O)Cc2cc(NS(C)(=O)=O)ccc2O[C@@H]1CN(C)Cc1ccc(C(=O)O)cc1 | -0.8
C[C@H]1CN([C@@H](C)CO)C(=O)c2cc(-c3cccc(F)c3)cnc2O[C@H]1CN(C)C(=O)C1CCCCC1 | -2.0
C[C@@H](O)C#Cc1ccc2c(c1)O[C@H](CN(C)C)[C@@H](C)CN([C@@H](C)CO)S2(=O)=O | 2.4
C[C@H]1CN([C@@H](C)CO)C(=O)c2cccc(NC(=O)Nc3ccc4c(c3)OCO4)c2O[C@H]1CN(C)C(=O)Nc1ccc(C(F)(F)F)cc1 | 2.2
C[C@@H]1CN([C@H](C)CO)C(=O)c2cc(NC(=O)Nc3cccc4ccccc34)ccc2O[C@@H]1CN(C)Cc1ccc(Cl)c(Cl)c1 | -2.5
Cc1noc(C)c1NC(=O)N(C)C[C@@H]1OCCCC[C@H](C)Oc2ccc(NC(=O)Cc3ccccc3)cc2C(=O)N([C@H](C)CO)C[C@H]1C | -0.3
C[C@@H]1CN([C@H](C)CO)C(=O)c2cc(NC(=O)NC3CCCCC3)ccc2O[C@@H]1CN(C)C(=O)NC1CCCCC1 | 1.8
CCCNC(=O)Nc1ccc2c(c1)OC[C@@H](C)N(C(=O)C1CC1)C[C@H](C)[C@H](OC)CN(C)C2=O | -2.7
Cc1noc(C)c1S(=O)(=O)Nc1ccc2c(c1)C(=O)N([C@@H](C)CO)C[C@H](C)[C@H](CN(C)C(=O)C1CCCCC1)OCCCC[C@@H](C)O2 | 0.1
CC(C)NC(=O)Nc1ccc2c(c1)C(=O)N([C@@H](C)CO)C[C@@H](C)[C@@H](CN(C)Cc1ccccc1)OCCCC[C@H](C)O2 | 0.7
C[C@@H]1CCCCO[C@@H](CN(C)C(=O)Nc2cccc3ccccc23)[C@H](C)CN([C@@H](C)CO)C(=O)c2cc(NC(=O)Nc3ccc4c(c3)OCO4)ccc2O1 | -2.4
C[C@@H]1CN([C@@H](C)CO)C(=O)Cc2cc(NC(=O)CCN3CCOCC3)ccc2O[C@@H]1CN(C)C | 1.3
C[C@H](CO)N1C[C@H](C)[C@H](CN(C)C(=O)Nc2cc(F)ccc2F)Oc2cc(-c3cccc(C#N)c3)ccc2S1(=O)=O | -0.1
CC(=O)N[C@@H]1C=C[C@H](CC(=O)NCc2ccc(Cl)cc2)O[C@H]1CO | 5.7

Screens as filed in PubChem BioAssay.
